SUMO1 PPI mod: modulators of human SUMO1-mediated protein-protein interactions | inhibition, % at 20 µM | P63165 | SUMO1 binding to a labelled peptide, TR-FRET, 1 h | hit rate 0.33% among 360,000 | AID 602429; in the data active means inhibition above about 37%
Target sequence (P63165 whole entry, looked up): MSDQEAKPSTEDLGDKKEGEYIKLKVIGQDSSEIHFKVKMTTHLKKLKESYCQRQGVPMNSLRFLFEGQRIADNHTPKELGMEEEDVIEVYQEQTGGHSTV
eLon inh: inhibitors of E. coli Lon protease; purified E. coli Lon protease, fluorescence polarization; hit rate 0.42% among 360,000; P0A9M0; inhibition, % at 7.94 µM; in the data active means inhibition above about 13%, passing the limit was not always enough;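 further: 0% = enzyme with probe and DMSO and 100% = no enzyme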
MsrA act: activators of bovine methionine sulfoxide reductase A. purified bovine MsrA, absorbance read-out. activation, % at 10.6 µM. hit rate 0.3% among 360,000. AID 602163; in the data active means activation above about 7.5%;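 further: 0% = vehicle and 100% = reference activator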
LMPTP block: LMPTP (human) inhibition; P24666; recombinant LMPTP-A, OMFP fluorogenic substrate, fluorescence intensity; inhibition, % at 20 µM; hit rate 0.22% among 360,000; AID 651560;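 active means compounds that cut the enzyme signal by at least half of the control window in the single-dose screen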;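 further: plate controls were DMSO wells with enzyme plus substrate for no effect and substrate without enzyme for full effect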
Target sequence (P24666 whole entry, looked up): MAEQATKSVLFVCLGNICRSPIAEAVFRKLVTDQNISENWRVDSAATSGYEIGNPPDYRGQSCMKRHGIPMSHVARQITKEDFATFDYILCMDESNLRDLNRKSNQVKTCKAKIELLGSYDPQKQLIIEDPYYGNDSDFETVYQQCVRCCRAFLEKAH
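Assay system: LMPTP-A enzyme. Input: 0.625 nM LMPTP-A final. Probe or stimulus: 400 µM OMFP. Compound dosing: single 20 µM dose. Schedule: 50 min dark incubation at room temperature. Detection: fluorescence intensity of OMFP turnover product. Read-out: percent inhibition versus substrate-only and uninhibited controls. Benchmarks: no-enzyme low control, uninhibited high control.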
Scp-1 inhibitor: blocks human Scp-1 phosphatase activity. Q9GZU7. AID 493091. Recombinant Scp1, phosphopeptide, malachite green phosphate absorbance. inhibition, % at 20 µM. hit rate 0.88% among 340,000;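 active means inhibition above about 50% at 20 µM, limit read from the data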;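 further: plate controls were DMSO wells with enzyme for no effect and wells lacking enzyme for full effect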
Target sequence (Q9GZU7 76-261 limits assumed): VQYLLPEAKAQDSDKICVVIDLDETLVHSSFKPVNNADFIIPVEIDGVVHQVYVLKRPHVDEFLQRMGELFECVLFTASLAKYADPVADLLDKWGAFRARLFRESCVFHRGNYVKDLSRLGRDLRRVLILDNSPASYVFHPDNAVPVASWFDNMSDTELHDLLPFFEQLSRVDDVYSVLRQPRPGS
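System: SCP-1 catalytic domain; Reagent: Phospho 17-mer peptide substrate; Doses: one concentration, 20 µM, with 1.0% DMSO; Incubation: 45 min room-temperature reaction, 5 min colour, 30 min stabiliser; Signal: Phosphate-binding colour reagent, absorbance read at 630 nm.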
STEP inh: STEP (human) phosphatase inhibition | inhibition, % at 20 µM | AID 588621 | recombinant STEP, OMFP fluorogenic substrate, fluorescence | P54829 | hit rate 0.25% among 360,000;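 active means inhibition at 20 µM, scaled per plate between control wells, above about 37%, limit read from the data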;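 further: 0% = DMSO with enzyme and substrate and 100% = substrate only without enzyme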
Target sequence (P54829 whole entry, looked up): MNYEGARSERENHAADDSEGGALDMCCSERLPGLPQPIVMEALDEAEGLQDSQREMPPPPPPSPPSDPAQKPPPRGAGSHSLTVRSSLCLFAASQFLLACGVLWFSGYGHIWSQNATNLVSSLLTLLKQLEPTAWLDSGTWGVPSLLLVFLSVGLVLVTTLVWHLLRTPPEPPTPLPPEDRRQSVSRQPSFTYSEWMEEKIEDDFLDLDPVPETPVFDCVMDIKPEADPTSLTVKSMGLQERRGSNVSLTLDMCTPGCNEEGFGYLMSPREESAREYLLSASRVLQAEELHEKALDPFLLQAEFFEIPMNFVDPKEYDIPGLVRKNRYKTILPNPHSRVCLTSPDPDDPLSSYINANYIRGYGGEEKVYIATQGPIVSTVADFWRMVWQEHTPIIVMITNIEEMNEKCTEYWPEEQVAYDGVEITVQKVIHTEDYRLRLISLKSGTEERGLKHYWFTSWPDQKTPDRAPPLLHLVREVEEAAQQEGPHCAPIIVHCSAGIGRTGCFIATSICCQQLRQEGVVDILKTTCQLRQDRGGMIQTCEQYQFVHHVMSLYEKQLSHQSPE
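material = STEP tyrosine phosphatase | reagent = fluorogenic phosphatase substrate OMFP at 25 µM final | doses = single compound dose of 20 µM, 1% DMSO final | schedule = 20 min reaction, room temperature, in the dark | measured by = fluorescence, 480/540 nm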
MsrA inh: inhibitors of bovine MsrA; AID 651718; hit rate 0.75% among 360,000; purified bovine MsrA, absorbance read-out; inhibition, % at 15.5 µM; in the data active means inhibition above about 4.5%;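 further: 0% = vehicle wells with enzyme and 100% = reference inhibitor wells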
DNMT1 inh: inhibitors of human DNMT1; P26358; DNMT1 molecular beacon, Hinp1I cleavage, fluorescence; inhibition (reported as % activation of signal), % at 10 µM; hit rate 0.83% among 360,000; AID 588458; in the data active means inhibition above about 50%
Tb MetRS inh: Trypanosoma brucei MetRS inhibition; hit rate 0.4% among 360,000; AID 624268; inhibition, % at 11.9 µM; purified T. brucei MetRS, ATP depletion, Kinase-Glo luminescence;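 active means inhibition above a per-plate cutoff of the control wells' mean inhibition plus 3 SD, cut at about 5.5% in these data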;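 further: 0% = DMSO wells median and 100% = median of wells with control inhibitor compound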
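Test system: purified T. brucei MetRS enzyme. Also added: ATP, methionine and E. coli bulk tRNA substrates. Compound: 11.9 µM single point. Schedule: 15 min enzyme-compound preincubation, 2 h reaction, 10 min detection, 25 °C. Signal: luciferase luminescence of residual ATP, Kinase-Glo. Evaluation: percent inhibition versus plate control medians. Controls: DMSO wells, low control.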
CendR NRP1 mod: alters CendR peptide binding to human NRP-1; O14786; inhibition, % at 25 µM; AID 602438; hit rate 0.85% among 360,000; FAM-RPARPAR peptide binding to NRP-1, fluorescence polarization;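 active means inhibition or corrected inhibition above about 18%, plus a signal ratio from 0.5 to 1.5, limit read from the data, passing the limit was not always enough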; further: strong numbers were not always called active
* hit, by the source's call; nt = not tested or not shown.

SMILES | SUMO1 PPI mod | eLon inh | MsrA act | LMPTP block | Scp-1 inhibitor | STEP inh | MsrA inh | DNMT1 inh | Tb MetRS inh | CendR NRP1 mod
COc1ccccc1N(O)C1CC(=O)N(c2ccc(F)cc2)C1=O (centres undefined) | -8.0 | 2.5 | 0.1 | 0.3 | -7.3 | -1.0 | -0.3 | -8.5 | -0.3 | -1.6
CCOC(=O)c1nn(-c2ccccc2C)c2nc(CC(C)C)c(C#N)c(=O)n12 | -1.3 | -5.5 | -4.0 | -0.1 | -9.0 | 0.6 | -1.4 | -0.8 | -0.1 | 4.4
NNC(=O)C12CC3CC(C1)CC(n1ncnn1)(C3)C2 | -1.6 | -4.4 | -1.0 | -4.8 | -0.8 | -4.2 | 0.8 | 1.6 | 0.4 | -7.4
C=CCn1c(SCC(=C)C)nc2c1c(=O)[nH]c(=O)n2C | 9.6 | -6.2 | 0.9 | -1.6 | -1.6 | -0.1 | -0.6 | 0.4 | -0.6 | 0.0
CC(=O)c1ccc(N2CCN(C(=O)C3CCCN(c4ncnc5c4nc4n5CCCCC4)C3)CC2)cc1 (centres undefined) | 0.8 | 1.3 | -10.7 | -0.6 | 2.9 | 0.3 | 0.8 | -0.9 | -0.6 | -0.4
Cc1cc(NS(=O)(=O)c2ccc(NC(=O)CCCOc3cccc(C)c3C)cc2)no1 | 7.9 | 6.9 | -2.7 | 1.2 | -12.0 | -1.8 | 0.7 | -1.2 | -0.1 | 3.6
OC12CCCCC1C(c1ccc3c(c1)OCO3)N(Cc1ccccc1F)CC2 (centres undefined) | -1.1 | 1.9 | -7.5 | -0.6 | 0.8 | -1.1 | 0.1 | 4.1 | -1.5 | 1.6
O=C(O)CN1CCN(Cc2ccc(Cl)cc2)C1=O | 0.8 | -9.3 | -1.6 | -1.2 | -7.4 | 0.5 | -0.3 | -0.7 | -0.5 | 8.9
C=CCN1/C(=C(\C#N)C2=NS(=O)(=O)c3ccccc32)N(C)c2ccccc21 | 1.1 | 3.6 | -13.7 | 0.7 | -1.1 | -2.5 | 3.8 | -1.4 | -0.4 | 0.1
Cc1cc(NC(=O)c2ccc(-c3ccc(F)c(Cl)c3)o2)no1 | -2.9 | -8.6 | -4.9 | 6.4 | 2.9 | -1.8 | -1.0 | 2.7 | -0.4 | -3.8
COc1cc(NS(=O)(=O)c2ccc(Nc3nc(-c4ccccn4)cs3)cc2)nc(OC)n1 | 19.8 | -11.3 | -4.8 | 1.8 | -4.5 | -2.7 | 3.5 | -0.2 | 0.2 | -11.0
CCOC(=O)N1CCN(S(=O)(=O)c2ccc(C(=O)Nc3sc4c(c3C(N)=O)CCN(CC)C4)cc2)CC1 | -13.0 | -6.8 | -2.7 | 2.3 | -4.7 | 0.3 | 0.7 | -26.1 | -0.7 | -6.8
Oc1ccc(/C=N/NC(=S)NCC2CCCO2)cc1 (centres undefined) | -2.1 | 1.9 | 0.3 | -0.5 | -5.2 | 2.3 | 2.4 | 0.0 | 0.0 | 12.2
CCOc1ccccc1OCCCC(=O)N1CCN(S(=O)(=O)c2cc(F)ccc2F)CC1 | -0.4 | 0.9 | -2.4 | 0.4 | -4.8 | -0.5 | -0.7 | -2.8 | -0.5 | -5.4
O=C(NC(=S)Nc1ccccc1N1CCCC1)c1ccccc1[N+](=O)[O-] | -12.1 | 2.5 | -3.1 | 1.7 | -2.7 | 4.0 | 0.1 | -1.9 | -1.0 | 8.4
CCCCC(=O)Nc1ccc(C(=O)NN2C(=O)c3ccccc3C2=O)cc1 | -1.0 | -7.3 | -3.5 | -0.1 | -10.9 | -1.2 | -1.2 | -3.5 | -0.6 | 20.9
CC(C)CCn1c(SCC(=O)NC2CCS(=O)(=O)C2)nc2cc(Cl)ccc2c1=O (centres undefined) | -2.6 | -2.1 | -3.6 | 0.2 | -2.8 | 2.5 | 0.3 | 4.2 | -0.2 | 2.2
O=C(NC1CCCCC1)C1c2ccccc2OCC(=O)N1CCc1ccccc1 (centres undefined) | 5.6 | -12.6 | -2.8 | -2.5 | nt | nt | -0.2 | nt | -0.3 | -4.7
CC(C)Cn1c2nc3ccccc3nc2c2c(=O)n(CCN3CCOCC3)cnc21 | -21.4 | -6.2 | -4.5 | -1.3 | -9.6 | 0.3 | -0.3 | 3.4 | -1.6 | -5.4
Cc1nc(NC(=O)COC(=O)CCc2ccccc2)c(Cl)cc1Cl | 8.4 | -3.6 | -11.2 | 0.0 | 3.2 | 2.2 | 0.7 | 4.3 | -0.7 | -6.6

The final 2 entries of the part above come first, to join the parts.
SMILES | SUMO1 PPI mod | eLon inh | MsrA act | LMPTP block | Scp-1 inhibitor | STEP inh | MsrA inh | DNMT1 inh | Tb MetRS inh | CendR NRP1 mod
CC(C)Cn1c2nc3ccccc3nc2c2c(=O)n(CCN3CCOCC3)cnc21 | -21.4 | -6.2 | -4.5 | -1.3 | -9.6 | 0.3 | -0.3 | 3.4 | -1.6 | -5.4
Cc1nc(NC(=O)COC(=O)CCc2ccccc2)c(Cl)cc1Cl | 8.4 | -3.6 | -11.2 | 0.0 | 3.2 | 2.2 | 0.7 | 4.3 | -0.7 | -6.6
Cc1c(NS(=O)(=O)N2CCCCC2)c(=O)n(-c2ccccc2)n1C | 2.0 | -1.0 | -11.2 | 1.4 | 2.9 | -2.1 | -0.2 | 3.6 | -0.6 | 1.4
Cc1ccc2nc(C(C)(C)C)c(Cc3cccc(F)c3)n2c1 | -0.2 | -1.2 | -0.8 | -0.8 | nt | 0.7 | -0.6 | 4.5 | 0.6 | 9.1
O=C(CSc1nc2ccccc2c(=O)n1-c1ccccc1)N/N=C/C=C/c1ccccc1[N+](=O)[O-] | -7.1 | -5.2 | -3.6 | 0.0 | -3.0 | 1.2 | -0.5 | -7.6 | 0.6 | 18.3
O=S(=O)(CC(CN1CCCCC1)N1CCCCC1)c1ccc2ccccc2c1 (centres undefined) | -6.1 | -5.2 | 0.8 | 0.1 | -1.4 | -0.9 | -0.1 | 1.3 | 0.1 | 0.7
COCCNc1cnn(-c2ccccc2)c(=O)c1Cl | -0.3 | -0.3 | -0.9 | 0.1 | -5.0 | -1.4 | 1.8 | 3.7 | -1.1 | -5.7
CSCC[C@H](NC(=O)OC(C)(C)C)c1nnc(SCC(=O)Nc2c(C)cccc2C)o1 | 1.8 | 12.3 | -3.0 | -1.0 | 3.0 | 0.2 | -1.3 | -4.3 | -0.7 | 5.2
Cc1c(C(=O)O)nn(-c2ccccc2)c(=O)c1C#N | -31.6 | 1.9 | -3.4 | -0.5 | -6.5 | 0.2 | 1.7 | 0.8 | 0.1 | 5.9
COc1cc2c(cc1OC)C(Nn1cnnc1)=NC1(CCCC1)C2 | -3.0 | -7.2 | -2.2 | -0.4 | -6.6 | -1.1 | 0.1 | 1.8 | -0.3 | -3.9
CC(C)CCNC(=O)COc1cccc2c1OC(C)(C)C2 | 0.2 | 10.3 | -0.1 | -0.5 | 2.2 | -0.5 | -0.1 | -0.7 | 0.7 | -7.7
COc1ccccc1S(=O)(=O)Cc1ccc(C(=O)NC2CCCCCC2)o1 | 3.6 | -8.5 | -2.8 | 0.4 | -4.0 | 2.9 | 0.9 | 4.0 | 0.3 | -12.6
CCOc1ccc(Cl)cc1S(=O)(=O)n1cnc2cc(C)c(C)cc21 | 4.8 | 0.1 | -5.4 | -1.0 | -1.8 | -2.2 | -0.4 | 0.9 | -1.0 | -1.2
COC(=O)Cn1c(O)c(N=NC(=O)OC)c2ccccc21 | -18.0 | -0.9 | -9.4 | -1.0 | -1.8 | -4.2 | 3.5 | -0.4 | -1.3 | 3.8
CC(C)(C)NC(=O)C1N(c2cccnc2)C(=O)C2C(C(=O)Nc3ccccc3F)C3(C)C=CC21O3 (centres undefined) | 4.4 | -6.7 | -4.9 | -1.0 | -4.3 | -2.3 | -1.2 | -0.4 | -0.3 | 1.2
Cc1ccc(C(=O)N2CCCC(C(=O)c3cc(F)ccc3F)C2)s1 (centres undefined) | -3.0 | -6.9 | -3.4 | -0.6 | -9.0 | 3.1 | 1.3 | -0.7 | -0.2 | -3.1
CCN(C[C@H]1N[C@@](CC)(C(=O)OC)[C@H]2C(=O)N(C)C(=O)[C@@H]12)S(=O)(=O)c1ccc(-c2ccccc2)cc1 | -3.1 | -7.1 | -5.9 | 0.5 | 12.5 | -1.6 | -0.1 | -2.9 | -1.9 | -3.9
CC1=NN(C(N)=S)C(=O)C1N=Nc1ccc(F)cc1 (centres undefined) | -27.7 | -0.6 | -4.2 | -0.4 | -7.3 | 2.5 | 1.3 | -2.2 | 0.3 | -6.0
O=C(OCc1nnc(-c2ccccc2)o1)c1cc2ccccc2cc1O | -3.1 | -0.8 | -2.9 | 2.1 | -15.2 | -2.5 | 1.4 | -1.1 | 0.2 | -1.3
COc1ccc(Cn2nnnc2C(c2cc3cccc(C)c3[nH]c2=O)N2CCN(C)CC2)cc1 (centres undefined) | -4.4 | -2.1 | -6.9 | -0.8 | -23.9 | -4.1 | 0.2 | -2.7 | -0.5 | 4.0
O=C(CSc1nc2ccccc2c(=O)n1-c1ccccc1)N1CCN(CCO)CC1 | -3.1 | -6.9 | -2.8 | -1.5 | -0.7 | 3.9 | -1.8 | -0.8 | -0.4 | 4.2
CSc1nnc2ccc(-c3cccs3)nn12 | -26.9 | -10.9 | -4.6 | -0.6 | -7.2 | -3.7 | 1.3 | -0.1 | -0.6 | -8.1

Next records follow.
SMILES | SUMO1 PPI mod | eLon inh | MsrA act | LMPTP block | Scp-1 inhibitor | STEP inh | MsrA inh | DNMT1 inh | Tb MetRS inh | CendR NRP1 mod
CCN(CC)CCNc1nc(-c2ccccc2)c2c(c1C#N)CC(C)(C)OC2 | -3.3 | -2.2 | 4.9 | -3.2 | 0.8 | -2.0 | 1.4 | -0.2 | -0.8 | 14.1
Cc1ccc(NC(=O)C2CCCN(S(=O)(=O)c3ccc4[nH]c(=O)ccc4c3)C2)c(C)c1 (centres undefined) | -3.1 | 0.1 | -2.2 | -0.8 | -9.7 | -2.2 | 0.0 | -1.4 | 0.3 | -6.5
CN1C(=O)/C(=C2\SC(=S)N(C(CCC(=O)O)C(=O)O)C2=O)c2ccccc21 (centres undefined) | -1.4 | 5.8 | -2.2 | -0.8 | -7.2 | -2.3 | 0.1 | 1.3 | 0.2 | 4.9
COc1cc2c(cc1OC)C(c1ccc(-c3ccc(Cl)c(Cl)c3)o1)=NCC2 | -5.1 | -12.7 | -1.7 | 6.1 | 0.2 | 4.4 | 0.7 | -17.0 | 0.5 | -34.5
COC(=O)c1nn(C23CC4CC(CC(C4)C2)C3)c2c1C(=O)N(c1ccc(Br)cc1)C2=O | -0.6 | -0.2 | -0.9 | 0.7 | -5.7 | 0.4 | -0.5 | -3.4 | -0.5 | 1.1
